# TAAR1 ag = human TAAR1 agonism; actives 0.99% (n = 360,000); activation, % at 3 µM; CHO RD-HGA16 TAAR1, Fluo-8 calcium fluorescence; vehicle wells 0%, saturating PEA agonist 100%; Q96RJ0; AID 624467;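 active means activation above the mean activation of all test compounds in the run plus 3 SD, cut at about 38% in these data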
# Target sequence (Q96RJ0 whole entry, looked up): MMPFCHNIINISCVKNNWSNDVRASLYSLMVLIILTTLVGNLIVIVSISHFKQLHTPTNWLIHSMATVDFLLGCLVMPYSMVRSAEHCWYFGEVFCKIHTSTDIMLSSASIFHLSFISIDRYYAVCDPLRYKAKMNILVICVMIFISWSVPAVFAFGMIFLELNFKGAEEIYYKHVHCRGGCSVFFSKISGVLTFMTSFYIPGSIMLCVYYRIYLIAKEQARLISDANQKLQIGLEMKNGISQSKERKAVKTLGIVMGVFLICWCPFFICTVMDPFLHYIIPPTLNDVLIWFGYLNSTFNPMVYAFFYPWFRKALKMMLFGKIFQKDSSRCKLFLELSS
#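 Assay system – CHO-derived RD-HGA16 cells with stable Gα16 and human TAAR1 · Compound dosing – one-point dosing at 3 µM (nominal) · Incubation – 17-24 h seeding, 75 min 37 °C dye, 30 min RT · Measured by – kinetic Fluo-8 calcium fluorescence · Control set – DMSO vehicle as 0%, PEA at EC100 as 100% · Repeats – single well for each compound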
# TAAR1 antag = human TAAR1 antagonism | Q96RJ0 | CHO RD-HGA16 TAAR1, Fluo-8 calcium fluorescence, antagonist | inhibition, % at 3 µM | actives 1.5% (n = 360,000);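 active means inhibition above a per-plate cutoff, the mean inhibition of test compounds on that plate plus 3 SD, cut at about 49% in these data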;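 further: 0% = DMSO plus EC80 beta-PEA response and 100% = DMSO alone without agonist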
#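 test system = CHO RD-HGA16 cells bearing hTAAR1 | replication = singlicate | controls = DMSO-only wells and EC80 β-PEA-stimulated wells | reagent = EC80 β-phenethylamine stimulus | read-out basis = percent inhibition of PEA-evoked calcium signal, max/basal emission ratio | schedule = seeding 17-24 h prior, 75-min 37 °C, 30-min RT dye loading | signal = kinetic Fluo-8 calcium fluorescence measurement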
# M5 PAM = CHRM5 positive allosteric modulation; P08912; CHO-K1 hM5, Fluo-8 calcium, ACh EC20 PAM; 0% = ACh EC20, 100% = ACh EC100; activation, % at 3 µM; actives 0.3% (n = 360,000);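 active means activation above the run cutoff, the mean activation of all test compounds plus 3 SD, cut at about 18% in these data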
# Target sequence (P08912 whole entry, looked up): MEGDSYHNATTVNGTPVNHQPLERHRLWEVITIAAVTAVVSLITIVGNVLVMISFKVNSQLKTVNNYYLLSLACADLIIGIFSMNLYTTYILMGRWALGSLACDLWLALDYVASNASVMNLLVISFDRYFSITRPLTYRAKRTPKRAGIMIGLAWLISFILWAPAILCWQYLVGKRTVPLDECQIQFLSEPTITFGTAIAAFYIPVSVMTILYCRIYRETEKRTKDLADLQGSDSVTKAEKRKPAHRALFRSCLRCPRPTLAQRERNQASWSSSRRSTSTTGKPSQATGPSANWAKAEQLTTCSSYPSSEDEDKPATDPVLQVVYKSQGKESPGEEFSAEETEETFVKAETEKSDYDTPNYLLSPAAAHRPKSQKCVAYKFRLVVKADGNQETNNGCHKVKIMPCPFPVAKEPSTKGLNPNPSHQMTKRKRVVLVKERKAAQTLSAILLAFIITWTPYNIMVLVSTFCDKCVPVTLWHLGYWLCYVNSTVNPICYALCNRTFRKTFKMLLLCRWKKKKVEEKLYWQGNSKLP
#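 Measured by: Fluo-8 calcium fluorescence; material: human M5 receptor in CHO-K1 cells; schedule: Post-acetylcholine fluorescence recording 140 s; benchmarks: low control EC20 acetylcholine (0%), high control EC100 acetylcholine (100%); read-out: Max/basal fluorescence ratio as % of EC20–EC100 ACh window; compound: single dose, 3 µM nominal final test concentration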
# CRFR2-BP ag = CRF-BP/CRF-R2 complex agonism | HEK293 CRF-R2/CRF-BP, calcium dye fluorescence (FLIPR); percent of saturating CRF peptide response | activation, % at 13.2 µM | actives 0.46% (n = 350,000) | AID 588473;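 active means activation of at least 50%, plus an integration ratio under a set limit after plate pattern correction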;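 further: plate controls were neutral control wells without compound for no effect and CRF at EC100 for full effect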
# M5 ag = CHRM5 agonism in calcium assay. CHO-K1 hM5 cells, Fluo-8 calcium fluorescence; 0% DMSO wells, 100% maximal acetylcholine response. activation, % at 3 µM. actives 0.19% (n = 360,000). AID 624037;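 active means activation above the run's mean over test compounds plus 3 SD, cut at about 23% in these data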;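 further: signal is peak over basal fluorescence ratio across the kinetic read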
# CRFBP-R2 block = blocks CRF-induced signaling of the CRF-BP/CRF-R2 complex; inhibition, % at 11.8 µM; HEK293 CRF-R2/CRF-BP, CRF-induced calcium fluorescence; actives 0.59% (n = 350,000);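 active means inhibition of the ligand-induced calcium signal above about 50% at the single tested concentration, limit read from the data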
# CHRM5 antagonist = blocks acetylcholine activation of human M5 receptor. P08912. CHO-hM5 cells, Fluo-8 calcium fluorescence, ACh EC80. inhibition, % at 3 µM. actives 0.59% (n = 360,000);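 active means inhibition above a per-plate cutoff, the mean of that plate's test compounds plus 3 SD, cut at about 27% in these data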;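 further: 0% = acetylcholine EC80 with DMSO and 100% = DMSO without agonist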
# CHO-K1 Ca PAM = counter-screen for M1 PAMs: effect in parental CHO-K1 cells | ATP EC20, Fluo-8 calcium fluorescence; 0% at ATP EC20, 100% at ATP max | activation, % at 3 µM | actives 0.02% (n = 360,000) | AID 602247;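 active means activation above the run cutoff, the mean activation of all test compounds plus 3 SD, cut at about 40% in these data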;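 further: peak over basal fluorescence ratio in a 140 s read after ATP addition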
# M4 PAM = potentiates acetylcholine response at human M4 receptor; activation, % at 3 µM; CHO-K1 hM4/Gqi5, Fluo-8 calcium fluorescence, ACh EC20; 0% = ACh EC20, 100% = maximal ACh; P08173; actives 0.4% (n = 360,000);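 active means activation above its plate's cutoff, the mean activation of sample wells plus 3 SD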; further: some results filed as inactive read as strong as hits
# The depositor's hits bear a star; . = no result given. The order is random (roughly 4.2% active in at least one column).
SMILES,TAAR1 ag,TAAR1 antag,M5 PAM,CRFR2-BP ag,M5 ag,CRFBP-R2 block,CHRM5 antagonist,CHO-K1 Ca PAM,M4 PAM
COc1ccccc1CNC(=O)CSc1nc(N)c(C#N)c(-c2cccs2)c1C#N,23,6,0,0.8,-2,-7,3,14,-5
Cc1c(Cl)c([N+](=O)[O-])nn1CC(=O)NCCCN1CCOCC1,1,-2,-2,-1.1,-3,5,-2,12,8
Cc1onc(-c2ccccc2Cl)c1C(=O)N1CCOC12CCN(c1cccc(F)n1)CC2,2,0,-9,-2.3,-6,4,2,22,3
CC(CN1CCOCC1)(NS(=O)(=O)c1ccccc1)c1ccccc1 (stereo not drawn),4,-6,0,0.0,0,-35,-4,21,8
O=C1CSc2ccc(S(=O)(=O)NCc3ccc(F)cc3)cc2N1,0,12,-3,0.3,-2,-5,4,17,3
CCS(=O)(=O)N1Cc2ccccc2CC1C(=O)Nc1ccc(F)cc1 (stereo not drawn),2,-16,7,0.6,2,-6,-4,25,4
O=C1CCCN1C(=O)CSc1ncnc2sccc12,1,-5,-4,-0.7,-5,2,6,-18,-6
COc1ccccc1C(=O)N(Cc1nc(-c2ccc(Cl)cc2)no1)C(C)C,0,7,-6,0.5,0,38,-1,6,-2
CCO[C@H]1OC(C(=O)NCc2nc3ccccc3[nH]2)=C[C@@H](C2CCCCC2)[C@@H]1CCCO,21,29,1,0.1,0,-6,4,18,4
COc1ccc(S(=O)(=O)n2nc(-c3ccc(Cl)cc3)cc2N)cc1,-2,-47,4,0.1,-2,0,1,-8,13
CCCCNS(=O)(=O)c1cccc(NC(=O)[C@@H]2O[C@H](CO)[C@H](O)[C@H](O)[C@H]2O)c1,5,-7,0,.,0,.,4,15,6
CCc1cc2c(=O)n(Cc3ccccc3)c(SC3CCOC3=O)nc2s1 (stereo not drawn),-1,-12,2,-2.2,-13,2,3,-11,4
O=C(NC(NC(=S)N1CCOCC1)C(Cl)(Cl)Cl)c1cccc2ccccc12 (stereo not drawn),3,-17,-8,-0.2,-1,-7,4,15,4
O=C(NCCCN1CCCC1=O)C1CCN(S(=O)(=O)c2cc(C(F)(F)F)ccc2Cl)CC1,6,7,3,-0.6,2,9,2,13,-1
CC1Cc2ccccc2N1S(=O)(=O)c1cccc(C(=O)NCC(c2ccco2)N2CCCC2)c1 (stereo not drawn),0,2,-1,0.2,-7,-2,10,13,-8
O=C(O)C1CCCCC1C(=O)N1CCCC1 (stereo not drawn),2,-4,0,-0.8,-1,-21,-12,23,4
COc1ccc(Cl)cc1N1C(=O)/C(=C\c2sccc2C)N=C1SCC(=O)NC1CC1,4,17,-9,0.8,-5,5,6,-4,-2
CSC(=CC(=O)c1ccccc1)SC,-1,-19,-1,-4.5,-4,-12,2,12,11
CCC(=O)Nn1c(C2CCC2)nc2ccccc2c1=O,2,-6,-8,-0.9,0,-2,4,6,8
CCN(CC)C(=O)Cn1nnc(-c2ccc(C)o2)n1,17,-1,-8,-0.2,-3,23,-2,16,7
CCCc1cc(=O)oc2c(C)c(OC(C)C(=O)NCCN3CCOCC3)ccc12 (stereo not drawn),1,-6,-8,-0.3,-4,-9,19,4,-3
CCOc1ccc(-c2nnc(Nc3ccc(OC)c(C(=O)N4CCCCC4)c3)c3ccccc23)cc1,-1,15,-16,-0.7,-11,3,19,3,-6
COc1ccc(OC)c(/C=C2\Oc3cc(OCC(=O)N4CCC(C(=O)O)CC4)ccc3C2=O)c1,3,0,-1,22,2,-31,5,5,6
O=c1[nH]c2ccc(Br)cc2c(-c2ccccc2)c1N1CCOCC1,2,-23,-1,-0.1,1,-24,-1,24,15
COc1nc(NCCC2=CCCCC2)nc(OC)n1,17,-9,3,7.2,-10,1,-3,-7,12
CCSc1nnc(NC(=O)C2CC2c2ccccc2)s1 (stereo not drawn),6,-37,0,8.2,-1,-57,-1,17,6
COC(=O)c1sccc1NC(=O)Nc1ccc(F)cc1,-2,-2,3,-2.1,-4,9,-4,-5,6
COC(=O)c1sc(NC(=O)c2cc3c(s2)CCCC3)nc1C,3,9,4,0.7,-5,-41,2,18,1
CC1CCCC(C)N1C(=O)COC(=O)COc1ccc(C#N)cc1 (stereo not drawn),8,-17,-2,0.5,4,72*,11,-2,13
CC(C)CN(C(=O)COC(=O)CCSc1ccc(Cl)cc1)c1c(N)n(Cc2ccccc2)c(=O)[nH]c1=O,0,-6,0,0.2,3,12,-10,1,5

# Compound profiles, from the list above:
# Entry for COc1ccc(Cl)cc1N1C(=O)/C(=C\c2sccc2C)N=C1SCC(=O)NC1CC1 = TAAR1 ag = 4; TAAR1 antag = 17; M5 PAM = -9; CRFR2-BP ag = 0.8; M5 ag = -5; CRFBP-R2 block = 5; CHRM5 antagonist = 6; CHO-K1 Ca PAM = -4; M4 PAM = -2
# Entry for CCN(CC)C(=O)Cn1nnc(-c2ccc(C)o2)n1 = TAAR1 ag = 17; TAAR1 antag = -1; M5 PAM = -8; CRFR2-BP ag = -0.2; M5 ag = -3; CRFBP-R2 block = 23; CHRM5 antagonist = -2; CHO-K1 Ca PAM = 16; M4 PAM = 7

# (list continues)
SMILES,TAAR1 ag,TAAR1 antag,M5 PAM,CRFR2-BP ag,M5 ag,CRFBP-R2 block,CHRM5 antagonist,CHO-K1 Ca PAM,M4 PAM
O=C(NCC1CCCC(CNC(=O)Nc2ccc(Cl)cn2)C1)Nc1ccc(Cl)cn1 (stereo not drawn),2,20,1,0.4,-2,-14,-1,10,-2
Cc1c(C(=O)NCc2cccc(Cl)c2)sc(=O)n1Cc1ccc(F)cc1,2,18,-8,.,0,.,-2,30,4
CCc1ccc(Nc2nc(N3CCOCC3)nc(N3CCOCC3)n2)cc1,2,-32,-2,-1.6,-2,-1,2,10,6
O=c1c2cnn(-c3ccccc3)c2ncn1Cc1ccccn1,9,-19,-5,2.8,-1,10,-4,0,1
O=C(CSc1nnc2ccccn12)NNC(=O)c1ccc(Cl)cc1,0,-17,6,-0.9,1,-7,0,-6,4
O=C(c1cccc([N+](=O)[O-])c1)N1CCN(c2n[nH]c(=O)[nH]c2=O)CC1,4,-4,0,0.7,3,-1,0,17,-11
CC1(NC(=O)CCS(=O)(=O)c2ccc(Cl)cc2)CCS(=O)(=O)C1 (stereo not drawn),8,-7,2,0.9,-1,8,-12,-13,9
Cc1onc(-c2ccccc2)c1C(=O)N/N=C/c1c[nH]c2ccccc12,5,5,-4,0.1,-5,-30,-3,10,4
CCc1ccc(C(=O)N2CCN(S(=O)(=O)c3sc(C(=O)O)c(C)c3C(=O)O)CC2)cc1,4,11,2,-0.4,-2,8,14,9,7
CCOC(=O)c1sc(NC(=O)CC)c(C#N)c1C,-1,-22,8,6.7,1,-20,-4,7,2
CCOC(=O)CSc1ccc(-c2nc3ccccc3[nH]2)cn1,18,26,5,-3.0,1,9,-13,8,-7
Cc1ccc(O)c(NC(=O)c2noc(C(C)C)c2[N+](=O)[O-])c1,0,-11,1,-8.8,-7,37,10,21,4
CCN(CC)C(=O)N1CCC(NC(=O)c2ccc(C(C)(C)C)cc2)CC1,9,-10,-4,-0.1,3,-22,0,15,-4
Cc1ccc(NC(=O)/C(=C\c2ccc3c(c2)OCO3)NC(=O)c2ccco2)cc1,11,6,1,1.3,0,-6,2,9,19
C=CCn1c(N)cc(=O)nc1SC(CC)C(=O)Nc1ccc(C(C)=O)cc1 (stereo not drawn),11,1,-2,0.1,-2,-1,11,2,-1

# The final two entries of the section above lead into the next:
SMILES,TAAR1 ag,TAAR1 antag,M5 PAM,CRFR2-BP ag,M5 ag,CRFBP-R2 block,CHRM5 antagonist,CHO-K1 Ca PAM,M4 PAM
Cc1ccc(NC(=O)/C(=C\c2ccc3c(c2)OCO3)NC(=O)c2ccco2)cc1,11,6,1,1.3,0,-6,2,9,19
C=CCn1c(N)cc(=O)nc1SC(CC)C(=O)Nc1ccc(C(C)=O)cc1 (stereo not drawn),11,1,-2,0.1,-2,-1,11,2,-1
CCOC(=O)C1=CN(Cc2ccco2)S(=O)(=O)NC1c1ccc(F)c(Cl)c1 (stereo not drawn),3,-7,-4,-0.6,1,24,6,-10,1
CSc1ccccc1NC(=O)N1CCCC(C(=O)c2ccc3c(c2)OCO3)C1 (stereo not drawn),1,-17,-5,-0.8,-8,-11,16,16,-3
O=C(COC(=O)c1cccc(S(=O)(=O)N2CCc3ccccc3C2)c1)NCc1ccco1,5,12,-12,1.8,-3,20,2,21,-6
CN(Cc1ccccc1)C(CNS(=O)(=O)c1ccccc1)c1ccccc1 (stereo not drawn),-1,-4,-7,-0.3,-3,23,5,20,-2
O=C(c1cccc(F)c1)N1CCN=C1SCc1cccnc1,-1,2,-6,5.0,2,1,-1,13,-2
COc1ccc(-c2nnc(SC)nc2-c2ccc(OC)c([N+](=O)[O-])c2)cc1[N+](=O)[O-],1,-5,-3,6.7,-6,0,-2,15,-5
CC(C)(C)[C@H]1C=C(C(=O)Nc2ccccc2)O[C@@H](OCc2ccc(CO)cc2)C1,18,19,-5,0.3,1,13,8,2,-10
CC(C)(C)OC(=O)C[C@@H]1C/C=C\C[C@H](CC(=O)NCCO)C(=O)N[C@@H](c2ccccc2)COC1=O,11,-4,-3,0.0,2,2,11,-20,4
CCc1ccc(Nc2n[n+](-c3ccccc3)c(-c3cccc(Cl)c3Cl)s2)cc1,3,10,-23,1.7,4,-9,-7,-4,-5
Cc1ccc2cc(CCNS(=O)(=O)c3ccc(F)cc3)c(=O)[nH]c2c1,0,-12,-5,-1.1,2,-2,-1,5,-6
Cc1cccc(NC(=O)CSCC(=O)N2CCCc3ccccc32)c1,0,-9,3,-0.3,-2,-1,5,14,14
N#Cc1ccc(-c2nc3ccc(Cl)cn3c2Cc2ccccc2C(F)(F)F)cc1,-1,-4,-2,.,0,.,3,20,-7
C/C(=C\C(=O)c1ccc(Cl)s1)N(C)C,0,-2,6,0.8,3,29,3,22,11
Cc1ccc(S(=O)(=O)NCCNC(=O)c2ccc(C)nc2)cc1,4,-4,-6,1.2,-3,4,22,-2,2
O=C(Nc1ccc(N2CCOCC2)cc1)C1CC(=O)N(c2ccc(F)cc2)C1 (stereo not drawn),1,-2,4,-1.9,0,4,0,16,-1
CCSc1nnc(NC(=O)c2csc(C)c2)s1,16,9,8,7.0,2,-34,-4,20,-1
CCN(CC)c1ccc(S(=O)(=O)N2CCOCC2)cc1NC(=O)CN1CCc2ccccc2C1,3,23,-14,0.7,-6,9,23,8,-14
CCC1(C)Cc2[nH]c(=O)c(C#N)cc2CO1 (stereo not drawn),17,1,11,7.8,2,1,-4,-10,15
COC(=O)C[C@@H]1C[C@@H]2c3cc(NC(=O)Cc4ccncc4)ccc3O[C@@H]2[C@@H](CO)O1,1,0,-7,-0.2,1,-6,12,9,-1
CC(Nc1cccc(F)c1)C(=O)Nc1ccc(S(N)(=O)=O)cc1 (stereo not drawn),5,18,15,-1.1,3,-2,-2,7,5

# Source: PubChem BioAssay
